# Bioassay records as filed in PubChem BioAssay.
# FLuc inh counter = counter-screen for luciferase assay inhibitors: firefly luciferase inhibition; P08659; ATPLite firefly luciferase biochemical luminescence, 10 min; inhibition, % at 10 µM; 200,000 compounds, 1.5% hits; AID 1006;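 active = inhibition above about 50% when tested at 10 µM, limit read from the data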
# Target sequence (P08659 whole entry, looked up): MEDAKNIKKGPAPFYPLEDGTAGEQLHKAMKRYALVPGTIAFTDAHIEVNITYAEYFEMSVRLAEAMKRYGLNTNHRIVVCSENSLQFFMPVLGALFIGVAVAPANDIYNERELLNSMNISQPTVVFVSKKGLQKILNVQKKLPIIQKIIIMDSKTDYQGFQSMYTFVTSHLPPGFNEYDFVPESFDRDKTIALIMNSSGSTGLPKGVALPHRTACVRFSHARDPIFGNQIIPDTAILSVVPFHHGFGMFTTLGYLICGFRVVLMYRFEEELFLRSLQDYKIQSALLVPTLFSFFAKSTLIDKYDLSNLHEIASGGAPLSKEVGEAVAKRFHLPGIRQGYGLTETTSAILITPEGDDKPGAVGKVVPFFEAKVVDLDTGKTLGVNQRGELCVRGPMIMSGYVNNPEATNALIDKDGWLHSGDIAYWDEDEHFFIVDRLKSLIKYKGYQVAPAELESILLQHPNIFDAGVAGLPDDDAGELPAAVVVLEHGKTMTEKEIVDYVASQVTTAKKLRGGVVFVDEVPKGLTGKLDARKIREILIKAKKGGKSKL
# FLuc stim CS = firefly luciferase counter-screen for stimulation assays | AID 1027 | 200,000 tested, under 10 active | activation factor at 10 µM | ATPlite luciferase biochemical, luminescence, 10 min; 0 = ATP-free wells, 1 = DMSO control;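 active = luciferase activation factor, scaled between plate controls, of at least 2 with compound at 10 µM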
#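 Material: Luciferase/luciferin reagent mix | Doses: Test compounds dosed from 2 mM stocks in 100% DMSO | Timing: 10 min incubation after luciferase reagent addition, room temperature | Measured by: Luminescence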
# TLR4-MyD88 BLA = blocks binding of human TLR4 to MyD88. O00206+Q99836. HeLa CL3-4 TLR4/MyD88 BLA complementation, FRET ratio. inhibition, % at 8.4 µM. 200,000 compounds, 0.18% hits. AID 861; in the data active = inhibition above about 25%;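 also: 0% = vehicle and 100% = reference inhibitor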
# NF-kB neuron act = NF-kB expression increase, human neuronal cells | AID 1239 | 190,000 compounds, 1.6% hits | fold change at 12.5 µM | NF-kB reporter expression; hits give high values; in the data active = fold change above about 3.3
# Diaph act CS = counter-screen for diaphorase-based assays: diaphorase activators and chemical reducers | Diaphorase/resazurin coupled assay, resorufin fluorescence, 16 min; hits give high values; 1 = vehicle wells, 0 = NADH-free wells | activation factor at 20 µM | 190,000 compounds, 0.005% hits | AID 1229;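 active = diaphorase activity raised at least twofold by the compound at 20 µM; inactive = activation factor below 2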
#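 Measured by – red resorufin fluorescence at 544/590 nm excitation/emission · Test system – Clostridium kluyveri diaphorase, purified enzyme · Incubation – reaction time 16 min, room temperature · Buffer or medium – 50 mM HEPES pH 7.4 with 4.542 mM MgCl2, 0.005% Tween 20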
# Diaphorase inh = counter-screen for diaphorase-based assays: diaphorase inhibitors and chemical oxidizers. diaphorase resazurin-to-resorufin fluorescence, NADH, 16 min; bacterial (C. kluyveri) enzyme, not human. inhibition, % at 20 µM. 190,000 compounds, 0.69% hits. AID 1217;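 active = primary screen inhibition at 20 µM above a set limit, cut at about 50% in these data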;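 also: plate controls were DMSO with full reaction for no effect and wells lacking NADH for full effect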
#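 Assay system: diaphorase enzyme from Clostridium kluyveri; Input: enzyme working solution with 0.14 U/mL diaphorase; Timing: 16 min at room temperature; Technique: resorufin fluorescence, excitation 544 nm, emission 590 nm; Benchmarks: positive control minus NADH, DMSO neutral control.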
# APP transl inh = APP translation inhibition; SH-SY5Y APP 5'UTR-luciferase reporter, luminescence; 190,000 compounds, 0.82% hits; inhibition, % at 2 µM; AID 1285;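 active = inhibition above a set limit, derived from the sample mean plus 3 SD, cut at about 45% in these data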; also: values of inactives mirror those of a sister screen read the other way
# APP 5'UTR act = APP 5'UTR luciferase reporter activation; SH-SY5Y APP 5'UTR luciferase reporter, luminescence; zero percent = DMSO vehicle wells; activation, % at 2 µM; 190,000 compounds, 1% hits;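 active = activation above a set limit, based on mean plus 3 SD of controls, cut at about 140% in these data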; also: values of inactives mirror those of a sister screen read the other way
# STAT1 activator = increases IFN-gamma driven STAT1 reporter signal. NIH 3T3 STAT1-luciferase reporter, luminescence; 100% = IFN-gamma alone, no compound. activation (% of control), % at 5.5 µM. 200,000 compounds, 2.6% hits. AID 932;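 active = activation above the screen-wide mean activation plus 3 SD, cut at about 130% in these data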;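 also: raw ratio to IFN-gamma control signal so 100% means no change and 0% no light; values of inactives mirror those of a sister screen read the other way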
# G6PDH CS = counter-screen for G6PDH assay hits: L. mesenteroides G6PDH inhibition. Purified L. mesenteroides G6PDH, diaphorase/resazurin coupled fluorescence, 45 min. 200,000 compounds, 0.12% hits. inhibition, % at 5 µM; in the data active = inhibition above about 50%
# Numbers without * were called inactive; · = not tested or not shown. No enrichment for hits, and some 5.6% of all compounds hit somewhere here.
[1] O=C(c1cc(Cl)c(=O)n(Cc2ccccc2)c1)N1CCOCC1
[2] O=C(Nc1cccc(F)c1)c1ccc(S(=O)(=O)N2CCOCC2)cc1
[3] CC(C)n1c(=O)[nH]c2cc(C(=O)Nc3ccccc3)ccc21
[4] CC(C)(C)NC(=O)NC(=O)CSc1nncs1
[5] COc1cc(C(=O)Nc2sc(C)c(C)c2C(=O)O)cc(OC)c1OC
[6] O=C(Nc1nc2ccccc2n1Cc1ccccc1)c1ccco1
[7] O=C(Nc1ccc2c(c1)OCO2)C1CCN(C(=O)c2ccc(Cl)cc2)CC1
[8] COc1cccc(/C=N/Nc2ccc(C(=O)O)cc2)c1O
[9] CCCN(CC1CC1)C(=O)CSc1ncnc2sc(C)c(C)c12
[10] O=C(NC(=S)Nc1ccc(N2CCOCC2)cc1)c1cccs1
compound no.	1	2	3	4	5	6	7	8	9	10
FLuc inh counter	-8	-8	5	-4	3	-3	1	83*	-1	12
FLuc stim CS	1.1	1.1	0.9	1	1	1	1	0.2	1	0.9
TLR4-MyD88 BLA	-7	2	-7	5	-9	9	-2	2	-1	4
NF-kB neuron act	0.88	1.1	1.9	1.2	0.93	0.97	0.94	0.62	0.73	1.8
Diaph act CS	1	0.9	·	1	1.1	1	0.9	0.9	0.9	0.8
Diaphorase inh	4	5	·	-4	-11	0	10	10	10	24
APP transl inh	-4	-5	-35	-3	-10	15	3	80*	-4	-45
APP 5'UTR act	4	5	35	3	10	-15	-3	-80	4	45
STAT1 activator	105	100	128	94	90	100	103	17	101	124
G6PDH CS	3	-16	10	2	10	17	12	-4	-5	3

# The closing 2 records of the section above lead into the next:
[9] CCCN(CC1CC1)C(=O)CSc1ncnc2sc(C)c(C)c12
[10] O=C(NC(=S)Nc1ccc(N2CCOCC2)cc1)c1cccs1
[11] CCN(CC)C(=O)CSc1nnc(-c2ccco2)n1Cc1ccco1
[12] CCOC(=O)c1ccc(NC(=O)NCc2ccncc2)cc1
[13] CCC(=O)NCCNC(=O)c1c(SC)nsc1SC
[14] CCOC(=O)C1(Cc2ccc(OC)cc2)CCN(C(=O)Cc2cccnc2)CC1
[15] Cc1ccc(-c2nnc(Nc3ccccc3)c3ccccc23)cc1S(=O)(=O)NCC1CCCO1 (centres undefined)
[16] CCN(CC)S(=O)(=O)c1ccc(N=N/C(C(C)=O)=C(/C)O)cc1
[17] Cc1ccccc1C(=O)N1CCN(c2ccc(NC(=S)NC(=O)c3cccs3)cc2)CC1
[18] CNc1ccccc1C(=O)OCC(C)=O
[19] CN(C)CCNC(=O)CNC(=S)N(Cc1ccccc1)Cc1ccccc1F
[20] COC(=O)[C@H](C)NC(=O)/C=C/c1ccc(OC)cc1
compound no.	9	10	11	12	13	14	15	16	17	18	19	20
FLuc inh counter	-1	12	-3	-2	-9	-3	-6	-11	4	-3	-6	6
FLuc stim CS	1	0.9	1	1	1.1	1	1.1	1.1	1	1	1.1	0.9
TLR4-MyD88 BLA	-1	4	-1	5	-10	-8	17	-6	0	-9	-13	-6
NF-kB neuron act	0.73	1.8	0.98	1	1.1	1.2	0.42	1.1	1.2	1.1	1.1	1.1
Diaph act CS	0.9	0.8	0.8	1.1	0.8	0.9	0.8	0.9	0.7	0.9	1	0.9
Diaphorase inh	10	24	18	-10	16	10	24	10	27	6	4	11
APP transl inh	-4	-45	-1	6	10	-10	10	13	6	-34	-2	-8
APP 5'UTR act	4	45	1	-6	-10	10	-10	-13	-6	34	3	8
STAT1 activator	101	124	95	103	110	103	109	98	83	99	103	99
G6PDH CS	-5	3	0	-1	0	9	3	2	25	8	6	11

# Numbers 3–5, quoted:
[3] CC(C)n1c(=O)[nH]c2cc(C(=O)Nc3ccccc3)ccc21
[4] CC(C)(C)NC(=O)NC(=O)CSc1nncs1
[5] COc1cc(C(=O)Nc2sc(C)c(C)c2C(=O)O)cc(OC)c1OC
compound no.	3	4	5
FLuc inh counter	5	-4	3
FLuc stim CS	0.9	1	1
TLR4-MyD88 BLA	-7	5	-9
NF-kB neuron act	1.9	1.2	0.93
Diaph act CS	·	1	1.1
Diaphorase inh	·	-4	-11
APP transl inh	-35	-3	-10
APP 5'UTR act	35	3	10
STAT1 activator	128	94	90
G6PDH CS	10	2	10

# Continuation.
[21] C=CCNC(=S)NNc1nc2c(c(=O)[nH]1)C1(CCCC1)Cc1ccccc1-2
[22] CC(C)(C)C1CCC2(CC1)NC(CO)(CO)CO2 (centres undefined)
[23] CCOC(=O)c1ccc(NC(=S)N2CCC(C(N)=O)CC2)cc1
[24] CN(C)c1nc(Oc2ccc(/C=N/O)cc2)nc(N(C)C)n1
[25] Cc1nc2c(s1)sc1ccccc12
[26] Cc1ccc2nc(N3CCN(C(=O)c4cccs4)CC3)c(C#N)cc2c1
[27] CCCCn1c(=O)c(CCC(=O)OCC(=O)NC(=O)NCCC(C)C)nc2ccccc21
[28] CCCCC(CC)C(=O)Nc1ccc(C)c(O)c1 (centres undefined)
[29] C=CCN(c1ccccc1)S(=O)(=O)c1cccc(C(=O)Nc2nc3ccccc3[nH]2)c1
[30] CC(=O)c1ccc(C#CC(C)(C)O)s1
compound no.	21	22	23	24	25	26	27	28	29	30
FLuc inh counter	-14	-3	-9	4	2	-5	-3	-10	-7	-5
FLuc stim CS	1.1	1	1.1	1	1	1	1	1.1	1.1	1
TLR4-MyD88 BLA	-7	-1	-11	-1	-11	4	0	-4	-12	6
NF-kB neuron act	0.94	1.1	1.8	0.83	1.2	1.1	0.99	1	0.73	1.1
Diaph act CS	0.7	0.9	1	0.9	0.9	0.7	1	0.9	0.9	0.8
Diaphorase inh	27	9	3	8	14	27	5	10	8	17
APP transl inh	-15	6	-16	-4	-4	-15	5	8	11	12
APP 5'UTR act	15	-6	16	4	3	43	-5	-8	-11	-12
STAT1 activator	95	103	99	93	115	102	100	94	96	107
G6PDH CS	-11	1	3	6	6	3	-9	14	-9	-9

[31] COC(=O)CSC1=C(C#N)C(c2cccc(F)c2)CC(=O)N1 (centres undefined)
[32] CNc1nc(C)c(C(=O)c2ccc(Cl)cc2)s1
[33] O=C(COC(=O)c1ccc(Cl)nc1)NCc1ccc2c(c1)OCO2
[34] O=C(C[n+]1cccc(CO)c1)Nc1nc2ccccc2s1
[35] O=C(OC(C(=O)NCc1cccs1)c1ccc(F)cc1)c1ccco1 (centres undefined)
[36] COCCNC(=O)c1ccc(CS(=O)(=O)c2ccc(C)cc2)o1
[37] O=[N+]([O-])c1ccccc1/C=C/C=N/Nc1nc(N2CCCCC2)nc(N2CCCCC2)n1
[38] COc1ccc(C(C#N)N2CCOCC2)cc1 (centres undefined)
[39] O=C(Nc1cc([N+](=O)[O-])ccc1N1CCCC1)c1ccco1
[40] COc1cccc(/C=N/NC(=S)Nc2cccc(C(=O)O)c2)c1O
compound no.	31	32	33	34	35	36	37	38	39	40
FLuc inh counter	-9	-3	-1	-9	-1	3	-3	-2	-2	62*
FLuc stim CS	1.1	1	1	1.1	1	1	1	1	1	0.4
TLR4-MyD88 BLA	-7	-14	-10	-13	0	-10	1	-11	3	-14
NF-kB neuron act	1.2	1.6	1	1.2	1.2	1.2	0.81	1.2	1.3	1.8
Diaph act CS	0.9	0.9	1	1	1	1	0.7	1	0.9	0.9
Diaphorase inh	9	8	3	3	4	-2	27	2	8	14
APP transl inh	8	-12	-6	-3	-9	-8	-4	-16	-3	1
APP 5'UTR act	-8	12	6	3	9	8	4	16	3	-1
STAT1 activator	96	111	97	100	98	100	96	109	95	36
G6PDH CS	2	0	14	5	5	9	-1	10	3	3

[41] N=c1c(C(=O)NCc2ccco2)cc2c(=O)n3ccccc3nc2n1Cc1ccccc1
[42] C=CCNc1nc(C(=O)OCC)nc2ccccc12
[43] O=C(O)c1ccc(NS(=O)(=O)c2cc(Cl)ccc2Cl)cc1O
[44] O=C(Nc1ccc(F)cc1)N1CCN(c2ccc3nnc(-c4ccc(F)cc4)n3n2)CC1
[45] Cc1cc([N+](=O)[O-])c(-c2ccc(/C=N/n3cnnc3)o2)cc1Cl
[46] C=CCOC(=O)Nc1snnc1C
[47] Cn1c(CCN2CCCCC2)nc2cc(NS(=O)(=O)c3ccccc3)ccc21
[48] COc1ccc(C(=O)OCc2c(C)noc2C)cc1
[49] CC(CCc1ccccc1)NC(=O)COC(=O)c1ccc(S(C)(=O)=O)c([N+](=O)[O-])c1 (centres undefined)
[50] Cc1cc(=O)oc2cc(OCC(=O)OCC(=O)N3CCC(C)CC3)ccc12
compound no.	41	42	43	44	45	46	47	48	49	50
FLuc inh counter	-6	-1	-5	3	-3	-5	-9	-7	-4	-5
FLuc stim CS	1.1	1	1.1	1	1	1.1	1.1	1.1	1	1.1
TLR4-MyD88 BLA	1	-4	8	18	-8	-13	7	-9	9	-12
NF-kB neuron act	1.1	1	0.93	0.28	0.75	1	1.3	1.1	1.7	1
Diaph act CS	1	1	0.8	0.6	0.8	1	0.8	0.9	1	0.9
Diaphorase inh	3	5	16	38	19	1	20	6	2	13
APP transl inh	-2	-64	0	8	10	-5	-10	8	10	15
APP 5'UTR act	2	64	0	-8	-10	5	11	-8	-10	-15
STAT1 activator	111	102	110	85	99	88	105	100	83	97
G6PDH CS	7	6	-16	10	9	13	3	3	-2	-2

[51] CCn1c(SCC(=O)N2c3ccccc3Sc3ccccc32)nc2c1c(=O)n(C)c(=O)n2C
[52] CC(C)C(=O)N1CCN(c2ccccc2NC(=O)c2cc([N+](=O)[O-])ccc2N2CCOCC2)CC1
[53] O=C(NCc1ccccc1)c1cccc(Br)n1
[54] CCOC(=O)N1CCN(C(=S)NC(=O)c2ccc(Br)cc2)CC1
[55] CCCC(C(=O)NC1=NCCS1)c1ccccc1 (centres undefined)
[56] Cc1cc(C)c(S(=O)(=O)N2CCCOC2CNC(=O)C(=O)NCCC2=CCCCC2)c(C)c1 (centres undefined)
[57] O=C(NCCO)c1ccc(CSc2nc3ccccc3[nH]2)cc1
[58] CCc1ccc(NC(=S)Nn2cnnc2)cc1
[59] CCn1nnnc1SCC(=O)c1cccc(OC)c1
compound no.	51	52	53	54	55	56	57	58	59
FLuc inh counter	0	-2	-4	-4	-5	-5	10	-4	-7
FLuc stim CS	1	1	1	1	1	1.1	0.9	1	1.1
TLR4-MyD88 BLA	·	4	0	11	-10	0	-2	3	7
NF-kB neuron act	·	·	1.1	0.96	1.1	0.76	1.1	1.3	0.91
Diaph act CS	0.8	0.9	0.9	0.8	0.9	0.7	0.9	0.8	0.8
Diaphorase inh	21	12	8	15	9	30	10	18	16
APP transl inh	·	1	8	-28	-1	-1	-19	21	-5
APP 5'UTR act	·	-1	-8	28	1	1	19	-21	5
STAT1 activator	·	98	87	96	92	103	105	102	117
G6PDH CS	-2	-9	14	4	4	6	-2	5	-5
